Compound activity (PubChem)
ER stress surv: ER stress cell death inhibition; CSM14.1 thapsigargin ER stress survival, ATP luminescence; actives 0.33% (n = 48,000); relative survival (cellular ATP), % at 15 µg/mL (by protocol); AID 1010;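 active = survival measured by cellular ATP above 50% at 15 µg/ml in the first screen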;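 note: cell death triggered by about 15 µM thapsigargin; ATP read 24 h after thapsigargin was added; plate controls were thapsigargin with DMSO for no effect and DMSO without thapsigargin for full effect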
The depositor's hits bear a star. An excerpt, so the mix of outcomes need not match the whole.

SMILES | ER stress surv
Nc1ccc(-c2nc3ccc(-c4nc5ccccc5o4)cc3[nH]2)cc1 | -5
COc1ccc(NC(=O)COc2ccc(Br)c(C)c2)cc1OC | 14
O=C(c1ccc([N+](=O)[O-])cc1)c1ccc2c(c1)OCCCO2 | 10
COc1cc(OC)cc(C(=O)Nc2ccc(-c3ccc(NC(=O)c4cc(OC)cc(OC)c4)c(OC)c3)cc2OC)c1 | 10
COc1ccc2nc(NS(=O)(=O)c3ccc(Cl)cc3)c(Nc3ccc(NC(C)=O)cc3)nc2c1 | -6
CCOC(=O)c1sc(NC(=O)c2cc([N+](=O)[O-])ccc2Cl)c(C(=O)OCC)c1C | 4
Cc1ccc(C(=O)N/C(=C\c2cccs2)C(=O)NCC(C)C)cc1 | -1
CCOC(=O)c1c(NC(=O)c2ccc(OC)cc2OC)sc2c1CCCCC2 | 9
COc1ccc(C2=C/C(=C/c3ccc([N+](=O)[O-])o3)C(=O)O2)c(OC)c1 | 6
COc1ccccc1CNC(=O)/C=C/c1ccc([N+](=O)[O-])cc1 | 4
Cc1ccc2nsnc2c1NC(=O)c1ccc2c(c1)OCCO2 | -1
Cc1cc2ncn(C(=O)c3cccc(I)c3)c2cc1C | 14

SMILES | ER stress surv
O=C(/C=C/c1ccccc1)NC(=S)Nc1ccc2ccccc2c1 | 12
CCOc1cc(/C=C2\C(=O)NN(c3ccccc3)C2=O)cc(Cl)c1O | -3
O=[N+]([O-])c1ccc(N2CCOCC2)cc1NCCOc1ccc(F)cc1 | -2
O=C(/C=C/c1ccc([N+](=O)[O-])cc1)N1CCc2ccccc2C1 | 8
Cc1sc2nc(-c3ccc(OC(C)C)cc3)[nH]c(=O)c2c1C | 10
Cc1cccc(/C(N)=N/OC(=O)c2ccccc2Br)c1 | -11
O=C(Nc1ccc2nn(-c3ccc(Cl)cc3)nc2c1)c1ccccn1 | 1
O=C1NN(c2ccc(Cl)c(Cl)c2)C(=O)/C1=C/c1cccn1-c1ccc([N+](=O)[O-])cc1 | 8
CCOC(=O)/C(C#N)=C1/C=C(c2ccccc2)N=C(c2ccccc2)N1 | 0
Cc1ccc(C2Nc3ccccc3C(=O)N2Cc2ccco2)cc1 (stereo unspecified) | -5
Cc1ccc(N2C(=O)NC(=O)/C(=C\c3ccc(-c4ccc(C)c([N+](=O)[O-])c4)o3)C2=O)cc1 | 1
O=C1C2C(c3ccccc3Cl)OC3(C(=O)c4ccccc4C3=O)C2C(=O)N1c1ccccc1C(F)(F)F (stereo unspecified) | 6

SMILES | ER stress surv
C=CCNC(=O)CN(Cc1ccccc1)S(=O)(=O)c1ccc(OC)cc1 | -4
O=C(Cc1ccccc1)N1N=CCC1(O)c1ccc(Cl)cc1 (stereo unspecified) | 7
COc1ccc(-n2c(SCC(=O)Nc3ccccc3C)nc(O)cc2=O)cc1 | 3
Cc1cccc(/C=C2\C(=O)NC(=O)N(c3ccc(Cl)cc3)C2=O)c1 | 3
Cc1cccc(CC2CC(=O)N(c3cccc(Cl)c3C)C2=O)c1 (stereo unspecified) | 10
Cc1nc(SCC(=O)c2ccccc2)c(C#N)c(-c2cccc(Cl)c2)c1C(=O)Nc1ccccc1 | 8
COc1ccc(C2/C(=C(\O)c3ccc(F)cc3)C(=O)C(=O)N2CCCCCC(=O)O)cc1 (stereo unspecified) | 2
CCCCN1C(=O)/C(=C/c2cccc3ccccc23)SC1=S | 8
COc1ccc2nc(NC3=NC(c4ccccc4)CC(=O)N3)nc(C)c2c1 (stereo unspecified) | 3
CCCCC1(C(=O)O)CC(C)=C(C)CC1C(=O)O (stereo unspecified) | 9
COc1ccc(S(=O)(=O)N2CCN(Cc3ccc(OC)c(OC)c3OC)CC2)cc1 | -4
CC(Cc1ccccc1)N=C1NS(=O)(=O)c2cc([N+](=O)[O-])ccc21 (stereo unspecified) | 4

Copied from the list:
COc1ccc(C2/C(=C(\O)c3ccc(F)cc3)C(=O)C(=O)N2CCCCCC(=O)O)cc1 (stereo unspecified) @ ER stress surv: 2
Cc1cccc(CC2CC(=O)N(c3cccc(Cl)c3C)C2=O)c1 (stereo unspecified) @ ER stress surv: 10

(continued)
SMILES | ER stress surv
COc1ccc(OC)c(NC(=O)CCc2ccccc2)c1 | 6
COc1ccc(C(CC(=O)N2CCOCC2)c2ccccc2)cc1 (stereo unspecified) | 2
CCSc1nnc(NC(=O)c2ccco2)s1 | 6
CC(/C=C/c1ccc2c(c1)OCO2)=N\NC(=O)C(O)c1ccccc1 (stereo unspecified) | 9
CC(=O)c1cccc(NC(=O)c2ccc(C)c(C)c2)c1 | -3
CCc1c(-c2ccc(Cl)s2)nc2ccc(Br)cc2c1C(=O)O | 11
CCOC(=O)c1c(NC(=S)NC(=O)c2ccccc2)sc2c1CC(C)CC2 (stereo unspecified) | 15
O=C1c2ccccc2C(=O)C1(c1ccccc1)[N+](=O)[O-] | 5
CC(C)OC(=O)C(C(=O)C(F)(F)F)c1cc(NS(=O)(=O)c2ccc(Cl)cc2)ccc1O (stereo unspecified) | 13
CCCCOc1ccc2nsnc2c1Cl | 4
NS(=O)(=O)c1cccc(C(=O)Nc2ccc([N+](=O)[O-])cc2)c1 | 5
Cc1nc(NNC(=O)c2ccc(Cl)cc2)cc(-c2ccccc2)n1 | -1

SMILES | ER stress surv
COC(=O)CN1C(=O)Nc2ccc(Br)cc2C1c1ccccc1Cl (stereo unspecified) | 10
COc1ccc(-c2cc(/N=C/C(C(C)=O)=C(\C)O)n(-c3ccccc3)n2)cc1 | 9
COC(=O)c1cc(C(=O)Nc2ccc(Br)cc2F)cc([N+](=O)[O-])c1 | 7
COc1cccc(C2C(C(=O)OC3CCCC3)=C(C)NC3=C2C(=O)CC(C)(C)C3)c1 (stereo unspecified) | 9
Cc1cc(C=C2C(=O)NC(=S)NC2=O)c(C)n1-c1ccc(N2CCOCC2)cc1 | 7
O=C(CSC1CC(=O)N(c2ccc(C(=O)O)cc2)C1=O)Nc1ccc(Cl)cc1 (stereo unspecified) | 3
CC(C)(C)C1CCc2c(sc(NC(=O)c3ccncc3)c2C#N)C1 (stereo unspecified) | 2
C=CCSc1nc2sc3c(c2c(=O)n1CCc1ccccc1)CC(C)(C)OC3 | -5
COc1cc(OC)c(OC)cc1CN1CCN(C2CCC(C)CC2)CC1 (stereo unspecified) | 0
CCOc1cc(OCC)cc(C(=O)Nc2cccc(S(N)(=O)=O)c2)c1 | -2
O=C1C(Nc2ccccc2)=CC(c2cccc([N+](=O)[O-])c2)N1c1ccccc1 (stereo unspecified) | 3
CC(C)(CNC(=O)c1cccnc1)CNC(=O)c1cccnc1 | 8

SMILES | ER stress surv
O=C(O)C(Cc1ccccc1)N1C(=O)/C(=C/c2ccccc2Cl)SC1=S (stereo unspecified) | 3
O=C(Nc1ccccc1Cl)Nc1cccc2cccnc12 | 1
O=C(N/N=C/c1ccc(OC(=O)c2ccco2)cc1)c1ccncc1 | -6
Cc1ccc(OCC(=O)Nc2ccc3oc(-c4cccnc4)nc3c2)cc1 | 4
Cn1c(=O)c(-c2ccccc2N)nc2ccccc21 | -3
O=C(c1ccccc1)N1CCN(c2ccc(Cl)cc2)CC1 | 7
COc1ccc(NC(=O)C2COc3ccccc3O2)c(OC)c1 (stereo unspecified) | -4
COc1ccccc1OCc1ccc(C(=O)O)cc1 | 10
CC(C)(C)C(=O)NNC(=O)c1cc(Cl)ccc1O | 4
COc1ccc(/C=C/C(=O)Nc2ccc3nn(-c4ccc(F)cc4)nc3c2)cc1 | -5
CCN(CC)c1ccc(NC(=O)CCCOc2ccccc2)cc1 | 6
COCCNC(=O)C(=O)NCc1ccc(C)cc1 | 0

Already shown: 18 of the compounds above.
SMILES | ER stress surv
COc1cccc(C2C(C(=O)OC3CCCC3)=C(C)NC3=C2C(=O)CC(C)(C)C3)c1 (stereo unspecified) | 9
Cc1cc(C=C2C(=O)NC(=S)NC2=O)c(C)n1-c1ccc(N2CCOCC2)cc1 | 7
O=C(CSC1CC(=O)N(c2ccc(C(=O)O)cc2)C1=O)Nc1ccc(Cl)cc1 (stereo unspecified) | 3
CC(C)(C)C1CCc2c(sc(NC(=O)c3ccncc3)c2C#N)C1 (stereo unspecified) | 2
C=CCSc1nc2sc3c(c2c(=O)n1CCc1ccccc1)CC(C)(C)OC3 | -5
COc1cc(OC)c(OC)cc1CN1CCN(C2CCC(C)CC2)CC1 (stereo unspecified) | 0
CCOc1cc(OCC)cc(C(=O)Nc2cccc(S(N)(=O)=O)c2)c1 | -2
O=C1C(Nc2ccccc2)=CC(c2cccc([N+](=O)[O-])c2)N1c1ccccc1 (stereo unspecified) | 3
CC(C)(CNC(=O)c1cccnc1)CNC(=O)c1cccnc1 | 8
O=C(O)C(Cc1ccccc1)N1C(=O)/C(=C/c2ccccc2Cl)SC1=S (stereo unspecified) | 3
O=C(Nc1ccccc1Cl)Nc1cccc2cccnc12 | 1
O=C(N/N=C/c1ccc(OC(=O)c2ccco2)cc1)c1ccncc1 | -6
Cc1ccc(OCC(=O)Nc2ccc3oc(-c4cccnc4)nc3c2)cc1 | 4
Cn1c(=O)c(-c2ccccc2N)nc2ccccc21 | -3
O=C(c1ccccc1)N1CCN(c2ccc(Cl)cc2)CC1 | 7
COc1ccc(NC(=O)C2COc3ccccc3O2)c(OC)c1 (stereo unspecified) | -4
COc1ccccc1OCc1ccc(C(=O)O)cc1 | 10
CC(C)(C)C(=O)NNC(=O)c1cc(Cl)ccc1O | 4

(next part)
SMILES | ER stress surv
CCOc1ccc(NC(=O)c2cccc3c(Br)cccc23)cc1 | 5
CSc1nc(-c2ccccc2)nc(N)c1C(C)=O | 8
CC1=C(C(=O)OC2CCCC2)C(c2ccccc2[N+](=O)[O-])C2=C(CC(C)(C)CC2=O)N1 (stereo unspecified) | 4
CCOC(=O)COc1c(Br)cc(/C=C(\C#N)c2nn(CCO)c(N)c2C#N)cc1OCC | -4
Cn1cccc1CN1CCN(C(=O)c2cccc(Cl)c2)CC1 | 0
O=[N+]([O-])c1ccc(NS(=O)(=O)c2cccs2)cc1 | 6
N#C/C(=C/c1ccc(-c2ccc3c(c2)C(=O)NC3=O)o1)C(N)=O | 1
Cc1cccc(-c2nnc(NC(=O)Nc3ccccc3)s2)c1 | 3
Cc1ccc(S(=O)(=O)Nc2nc(O)c(C3=c4cc(Cl)ccc4=NC3=O)s2)cc1 | -2
N#CCOc1ccccc1/C=C/c1[nH]c(=O)[nH]c(=O)c1[N+](=O)[O-] | 6
COc1ccc(/C=C2\CCc3ccccc3C2=O)cc1OC | -4
Cc1cc(C)cc(C(=O)Nc2nnc(C)s2)c1 | 14

SMILES | ER stress surv
Cc1nnc(N/N=C/c2ccc(Br)cc2)[nH]c1=O | 6
Cc1ccc(OCc2nc(-c3ccncc3)no2)c(Br)c1 | -4
CC(=O)CC(=O)Nc1cc(C)ccc1C | 4
Cc1cccc(N2CCN(C(=S)c3ccc(-c4ccc(Cl)cc4Cl)o3)CC2)c1 | -2
O=C(Nc1cccc([N+](=O)[O-])c1)C1C2C3CCC(C3)C12 (stereo unspecified) | -3
Cc1ccc(NCCC(=O)c2cccc([N+](=O)[O-])c2)cc1Cl | 2
O=C(/C=C/c1ccccc1)Nc1nnc(-c2ccccc2)s1 | 3
CC(C)Oc1ccc(NC(=O)CSc2nnnn2-c2ccccc2)cc1 | 10
COCCCNC(=O)COc1ccc(C)cc1Br | -5
O=C(O)/C=C/C(=O)Nc1ccc2c(c1)C(=O)c1ccccc1C2=O | -2
O=C(NCCNc1ccc(Cl)cc1[N+](=O)[O-])c1cccc2ccccc12 | 0
COc1nc(-c2ccccc2)cc(-c2ccc(OC)c(OC)c2)n1 | -2

SMILES | ER stress surv
Cn1c(=O)cc(Nc2ccc(Cl)cc2)[nH]c1=O | -2
COc1ccc(C2(C)C(=O)c3ccccc3C2=O)cc1 | 7
Cc1cccc(CC2SC(=Nc3ccc(Cl)cc3)NC2=O)c1 (stereo unspecified) | 10
Cc1ccc(Br)cc1S(=O)(=O)N1CCN(C)CC1 | -1
COc1ccccc1OC(=O)Nc1ccc(Cl)cc1 | -4
COc1ccc(/C=N/NC(=O)Cn2cnc3ccccc32)c(OC)c1OC | 6
CN=C(Nc1cccc(Cl)c1)SC1CC(=O)N(c2ccccc2F)C1=O (stereo unspecified) | 7
Cc1c(C(=O)OC(C)C)sc(NC(=O)/C=C/c2ccco2)c1C(N)=O | 3
CCOc1cc(C(=O)NCC2CCCO2)cc(OCC)c1OCC (stereo unspecified) | 8
Nc1nonc1-n1nnc(CN2CCCCCC2)c1CN1CCCCCC1 | -12
Cc1cc(C)n(C(=O)c2cc(-c3ccccc3)nc3ccccc23)n1 | 0
CCOC(=O)C1=C(C)NC(=S)NC1C1CC=CCC1 (stereo unspecified) | -5

SMILES | ER stress surv
O=S(=O)(NCCSc1nc2ccccc2[nH]1)c1ccccc1 | 0
COc1ccccc1NCC(O)Cn1c2ccc(Cl)cc2c2cc(Cl)ccc21 (stereo unspecified) | -8
COc1cc(C(=O)Nc2cc(-c3nc4ncccc4o3)ccc2C)cc(OC)c1OC | 8
O=C1C2ON(c3ccccc3)C(c3ccccc3)C2C(=O)N1Cc1ccccc1 (stereo unspecified) | 9
CCOc1ccccc1NC(=O)c1c(NC(=O)C(F)(F)F)sc2c1CCCCC2 | 8
O=C1CC2c3ccccc3C1C1C(=O)N(CCO)C(=O)C21 (stereo unspecified) | 9
COc1ccc(CC(C)(C)NC(=O)c2ccccc2)cc1 | -1
CCOc1ccc(NC(=O)CSc2nc3ccc(OCC)cc3s2)cc1 | 1
OC(Cc1ccc2ccccc2n1)C(Cl)(Cl)Cl (stereo unspecified) | 11
CCc1ccc(N2C(=O)NC(=O)/C(=C\c3cc(Cl)c(OCC(=O)O)c(Cl)c3)C2=O)cc1 | 16
O=C1CC(N2CCN(c3ncccn3)CC2)C(=O)N1c1ccc(Br)cc1 (stereo unspecified) | 1
O=C1Nc2c(Br)cc(Br)c3cccc1c23 | 6

SMILES | ER stress surv
O=C(Nc1cc([N+](=O)[O-])ccc1Cl)c1cc(-c2cccs2)nc2ccccc12 | 12
O=C(COc1ccc(C2CCCCC2)cc1)Nc1ccccc1C(=O)O | 1
COc1cc(C=NCC2(c3ccccc3)CCCC2)ccc1OC(C)=O | 3
CS(=O)(=O)N(CC(=O)Nc1ccccc1C(F)(F)F)c1cccc(Cl)c1 | 0
COc1ccc2nc(NC(=O)c3cc4c(s3)CCCC4)sc2c1 | -3
